KCNK3 inh: human KCNK3 channel inhibition, primary screen; O14649; CHO-KCNK3 thallium flux, FluxOR fluorescence; stronger effect = lower value; B-score at 10 µM; hit rate 0.84% among 340,000; AID 602410;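 active = B-score under library mean minus 4 SD, starting fluorescence ratio at most library mean plus 5 SD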;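 also: more negative B-score means stronger inhibition of thallium flux through KCNK3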
KCNQ1 block: blocks the human KCNQ1 potassium channel | B-score at 10 µM | AID 2642 | hit rate 1.3% among 310,000 | CHO-K1 KCNQ1, FluxOR thallium flux fluorescence; stronger effect = higher value | P51787;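 active = compounds whose thallium flux B-score, printed positive for inhibition, exceeds three library SD while starting fluorescence stays within three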;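 also: channel opened by potassium depolarization with thallium stimulus after 20 min compound exposure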
Target sequence (P51787 whole entry, looked up): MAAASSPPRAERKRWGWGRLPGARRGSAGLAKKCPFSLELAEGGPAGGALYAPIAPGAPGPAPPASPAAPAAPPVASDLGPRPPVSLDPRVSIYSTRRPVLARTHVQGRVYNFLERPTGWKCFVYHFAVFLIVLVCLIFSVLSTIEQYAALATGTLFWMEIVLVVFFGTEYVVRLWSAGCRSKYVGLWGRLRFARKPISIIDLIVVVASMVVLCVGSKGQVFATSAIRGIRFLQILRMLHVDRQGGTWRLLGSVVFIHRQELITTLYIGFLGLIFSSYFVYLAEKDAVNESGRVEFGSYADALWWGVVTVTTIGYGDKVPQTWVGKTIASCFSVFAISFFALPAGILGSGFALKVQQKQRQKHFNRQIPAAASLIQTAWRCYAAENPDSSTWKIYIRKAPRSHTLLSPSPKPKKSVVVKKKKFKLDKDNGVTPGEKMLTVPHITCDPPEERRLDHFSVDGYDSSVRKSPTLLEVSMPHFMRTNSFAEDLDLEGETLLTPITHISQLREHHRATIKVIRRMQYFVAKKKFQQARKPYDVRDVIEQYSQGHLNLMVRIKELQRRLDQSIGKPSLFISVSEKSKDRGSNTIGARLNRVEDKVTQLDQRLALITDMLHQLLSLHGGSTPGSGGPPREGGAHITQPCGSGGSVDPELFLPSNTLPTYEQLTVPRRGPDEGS
MrgX1 agonist: activates human MrgX1 receptor signaling; Q96LB2; hit rate 0.44% among 310,000; MrgX1-HEK293 cells, Fluo-4 calcium fluorescence, agonist mode; stronger effect = higher value; AID 588627; B-score at 10 µM;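 active = calcium response B-score plate-corrected fluorescence ratio at least 3 library SD, with starting fluorescence B-score inside 5 SD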
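System: HEK293 cells stably expressing human MrgX1 receptor; Dosing: test compound in the initial addition of three; Schedule: overnight plating, then 30 min 37 °C plus 30 min room-temperature dye loading; Detection: kinetic calcium dye fluorescence, Fluo-4 NW; Controls: per-plate positive and negative controls for Z′ factor.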
RGS4 pot: RGS4 potentiation or activation; HEK293 M3R/inducible RGS4, carbachol calcium flux Fluo4; stronger effect = lower value; B-score at 10 µM; hit rate 0.92% among 310,000; AID 463111;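 active = B-score of the integrated calcium signal more than 4 SD below the library mean, with starting fluorescence not abnormally high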;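 also: negative B-score means reduced calcium response which marks RGS4 activation or potentiation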
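Detection: kinetic calcium fluorescence imaging with Fluo4-AM dye, 2 µM / Material: HEK293 cells with stable M3R and inducible RGS4 / Schedule: recording 10 s baseline at 1 Hz, 100 s post-agonist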
hERG rescue: shields human hERG channel from block by proarrhythmic agents | Q12809 | CHO-hERG, FluxOR thallium flux, dofetilide IC70 present | activation (rescue from dofetilide block), less the hit threshold, % at 10 µM | hit rate 0.51% among 310,000 | AID 1511;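 active = activation above the mean of controls blocked by dofetilide plus 5 SD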;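 also: thallium influx through hERG after potassium depolarization seen as dye fluorescence rise; in these data hits start at about 4.7%; inactives centre near -7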
KCNQ1 pot: human KCNQ1 channel potentiation or activation; B-score at 10 µM; CHO-K1 KCNQ1, thallium flux FluxOR fluorescence; stronger effect = higher value; hit rate 0.35% among 310,000;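 active = fluorescence ratio B-score, a plate-corrected score, at least three library SD, with initial intensity B-score within 5 SD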
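Assay system: CHO-K1 cells stably expressing KCNQ1. Medium: assay buffer for compound exposure, DMSO matched across wells. Timing: 37 °C overnight plating, 90-min dark dye load, 20-min compound pretreatment. Signal: kinetic FluxOR fluorescence, 10 s baseline plus 110 s post-stimulus.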
KCNK9 block: inhibitors of human KCNK9 two-pore domain potassium channel | HEK293 KCNK9, FluxOR thallium flux fluorescence; stronger effect = lower value | B-score at 10 µM | hit rate 1.2% among 310,000 | AID 488922;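 active = ratio B-score over 3 SD below the library mean, with starting fluorescence within 5 SD of its mean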;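 also: negative B-score means less thallium flux so channel inhibition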
MrgX1 PAM: human MrgX1 positive allosteric modulation, primary screen. AID 588675. B-score at 10 µM. MrgX1-HEK293, Fluo-4 calcium flux, FDSS; stronger effect = higher value. hit rate 0.63% among 310,000. Q96LB2;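 active = plate-corrected calcium response at least 3 library SD above typical, normal starting fluorescence, not activating the receptor alone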;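 also: compound read alongside a low EC10 to EC30 dose of BAM8-22 agonist; peak minus trough fluorescence over baseline measured at the second addition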
TMEM16A act: activators or potentiators of mouse TMEM16A chloride channel; B-score at 10 µM; hit rate 0.3% among 340,000; HEK293 TMEM16A/YFP-H148Q/I152L, iodide quench fluorescence; stronger effect = lower value;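 active = fluorescence-ratio B-score plate-corrected deviation score at least 3 library SD below zero, with starting fluorescence score within 5 deviations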;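 also: channel opened by trigger with iodide after compound preincubation; score built on the fluorescence ratio of max minus min over baseline; more negative score means more quench and so TMEM16A activation or potentiation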
RGS4 inh: human RGS4 inhibition | HEK293 M3R/RGS4 inducible, Fluo-4 calcium flux; stronger effect = higher value; triggered by carbachol at its EC20 | B-score at 10 µM | hit rate 0.45% among 310,000;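 active = B-score, a plate-corrected calcium signal, over three deviations above library mean, with baseline fluorescence within five deviations of library mean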;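 also: RGS4 expression induced by doxycycline in cells with stable M3 receptor; B-score is computed from the integrated fluorescence ratio over baseline after carbachol; higher B-score means a larger calcium signal and so more RGS4 inhibition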
Target sequence (P49798 whole entry, looked up): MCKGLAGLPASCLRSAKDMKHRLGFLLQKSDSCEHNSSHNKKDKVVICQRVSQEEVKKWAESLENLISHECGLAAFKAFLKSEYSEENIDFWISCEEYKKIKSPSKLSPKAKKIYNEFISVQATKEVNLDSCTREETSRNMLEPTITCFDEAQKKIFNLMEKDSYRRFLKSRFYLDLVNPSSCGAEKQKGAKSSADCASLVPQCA
TMEM16A inh: blocks the mouse calcium-activated chloride channel TMEM16A | Q8BHY3 | HEK293 TMEM16A/YFP iodide influx fluorescence, ionomycin | normalized B-score (activity score, 25-100; higher = stronger inhibition) at 10 µM | hit rate 1.2% among 310,000 | AID 588511;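 active = ratio plate-corrected score three or more library SD toward inhibition, starting fluorescence score within five deviations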;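 also: score derived from kinetic fluorescence span divided by baseline fluorescence per well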
* = called active by the depositor; i = inactive; · = no result given.

molecule | TMEM16A act | RGS4 pot | MrgX1 PAM | RGS4 inh | MrgX1 agonist | KCNQ1 block | KCNQ1 pot | hERG rescue | TMEM16A inh | KCNK9 block | KCNK3 inh
Cc1cc(C)cc(Oc2ccccc2/C=N\O)c1 | i | i | i | i | i | i | i | -15 | i | i | i
COc1ccccc1N1CCN(C(=O)COc2ccc(C)cc2Br)CC1 | i | i | i | i | i | i | i | -5 | 100* | i | i
O=[N+]([O-])c1cccnc1Sc1ccc(Br)cc1 | i | i | i | i | i | i | i | -10 | i | i | i
COC(=O)c1ccc(-c2ccco2)n1Cc1nc(-c2ccc(OC)c(OC)c2)oc1C | i | i | i | i | i | i | i | -10 | i | i | i
CC(=O)c1c(C)oc2ccc(N(C(=O)c3ccncc3)S(=O)(=O)c3ccccc3)cc12 | i | i | i | i | i | i | i | -6 | i | i | i
Cc1nn(C(C)C(=O)NC2CCC(C)CC2)c(=O)c2nn(-c3ccccc3)c(C)c12 (centres undefined) | i | i | i | i | i | i | i | -7 | i | i | i
C=CCNC(=O)C(=O)N/N=C/c1ccco1 | i | i | i | i | i | i | i | -8 | i | i | i
O=C1c2ccc3c4c(ccc(c24)C(=O)N1c1ccc(O)cc1)C(=O)N(c1ccc(O)cc1)C3=O | i | i | i | i | i | i | i | -1 | i | i | i
O=C(CN1CCN(C(=O)c2ccco2)CC1)Nc1cccc([N+](=O)[O-])c1 | i | i | i | i | i | i | i | -14 | i | i | i
CCn1cc(C(=O)NCCCOC(C)C)c(=O)c2cc(S(=O)(=O)N3CCCC3)ccc21 | i | i | i | i | i | i | i | -10 | i | i | i
O=C(Nc1cccc(C(F)(F)F)c1)OCCN1CCN(Cc2ccccc2)CCC1=O | i | i | i | i | i | i | i | -19 | i | i | i
Cc1cccc(NC(=O)CNCC(=O)Nc2cccc(C)c2C)c1C | i | i | i | i | i | i | i | -9 | i | i | i
CCS(=O)(=O)N1CCC(C(=O)NCc2ccc(OC)cc2)CC1 | i | i | i | i | i | i | i | -6 | i | i | i
COc1ccc(CC(=O)Nc2sccc2C#N)cc1S(=O)(=O)N1CCOCC1 | i | i | i | i | i | i | i | -11 | i | i | i
CN(C)c1nc2c(N)ncnc2n1[C@H]1O[C@@H](CO)[C@H](O)[C@@H]1O | i | i | i | i | i | i | i | -6 | i | i | i
CCCCn1c(N)c(N(CCC(C)C)C(=O)c2ccc(C)c(S(=O)(=O)N3CCOCC3)c2)c(=O)[nH]c1=O | i | i | i | i | i | i | i | -9 | i | i | i
CCOCCCNC(=O)C(NC(=O)Cc1cccs1)c1ccc(OC)cc1 (centres undefined) | i | i | i | i | i | i | i | -10 | i | i | i
CC(Cc1cccs1)NC(=O)Nc1ccc(Cl)c(Cl)c1 (centres undefined) | i | i | i | i | i | i | i | -12 | i | -16* | -13*
CCC(=O)Nc1nnc(/C=C/c2ccccc2)s1 | i | i | i | i | i | i | i | -4 | i | i | i
COc1ccc([N+](=O)[O-])cc1N(CC(O)CN(C)C)S(=O)(=O)c1ccccc1 (centres undefined) | i | i | i | i | i | i | i | -3 | i | i | i
Cc1ccc(S(=O)(=O)Nc2cc(NC(=O)CN3CCOCC3)ccc2Cl)cc1 | i | i | i | i | i | i | i | -17 | i | i | i
Cc1ccccc1CNC(=O)CN1C(=O)c2ccccc2S1(=O)=O | i | i | i | i | i | i | i | -6 | i | i | i
Cn1cnc(S(=O)(=O)Nc2ccccc2C(=O)NCC2CC2)c1 | i | i | i | i | i | i | i | -6 | i | i | i
CCN(CC)c1ccc(-c2nnc(SCC(=O)Nc3ccccc3C#N)n2-c2ccccc2)cc1 | i | i | i | i | i | i | i | -3 | i | i | i
Cc1ccc(C)c2c1cc(C)c1nnc(SCc3ccccn3)n12 | i | i | i | i | i | i | i | -15 | i | i | i
Cc1cc(NC(=O)NC(=O)c2ccc(F)cc2F)n[nH]1 | i | i | i | i | i | i | i | -6 | i | i | i
CCOC(=O)c1cccc(NC(=O)CN2C(=O)C3CC=CCC3C2=O)c1 (centres undefined) | i | i | i | i | i | i | i | -10 | i | i | i
Cc1ccc(C)c(N2CCN(C(=O)c3ccc(CS(=O)Cc4cccc(Cl)c4)o3)CC2)c1 (centres undefined) | i | -8.7* | i | i | i | i | i | -14 | i | i | i
COc1cccc(-n2c(CN3CCN(c4ccccn4)CC3)nc3ccc([N+](=O)[O-])cc3c2=O)c1 | i | i | i | i | i | i | i | -13 | i | i | i
Cc1ccc(-c2n[nH]c(S(C)(=O)=O)c2C#N)cc1 | i | i | i | i | i | i | i | -11 | i | i | i
C=CCN1C(=O)C2(c3ccccc31)C1CCCC=C1C(C#N)=C(N)C2(C#N)C#N (centres undefined) | i | i | i | i | i | i | i | -4 | i | i | i
O=C(Nc1cccc2c1CCCC2)c1ccncc1 | i | i | i | i | i | i | i | 0 | i | i | i
O=C1CC2(CCN(C(=O)c3ccccc3Cl)CC2)Oc2ccccc21 | i | i | i | i | i | i | i | -13 | i | i | i
O=C(NC(CCl)c1ccccc1)c1ccc(Cl)cc1 (centres undefined) | i | i | i | i | i | i | i | -4 | i | i | i
O=C(CSc1nc(-c2ccccc2)cs1)NCc1ccco1 | i | i | i | i | i | i | i | -10 | i | i | i
CC1=C(C(=O)Nc2cccc(C(=O)NC3CCCCC3C)c2)SCCO1 (centres undefined) | i | i | i | i | i | i | i | -6 | i | i | i
CCCCCOc1ccc(N2C(=O)C(C)CNC2=S)cc1 (centres undefined) | · | i | i | i | i | i | i | -12 | i | i | ·
CC(C)(C)NC(=O)NC(=O)COC(=O)Cc1ccc(Cl)cc1Cl | i | i | i | i | i | i | i | -7 | i | i | i
CCN(CC)S(=O)(=O)c1cc([N+](=O)[O-])ccc1NNC(=O)Nc1ccccc1OC | i | i | i | i | i | i | i | -8 | i | i | i
Cc1cc(C)c(C2C(C#N)=C(N)Oc3n[nH]c(C)c32)cc1CN1CCOCC1 (centres undefined) | i | i | i | i | i | i | i | -6 | i | i | i
COc1cc(C(=O)NNC(=O)Nc2ccc([N+](=O)[O-])cc2)cc(OC)c1OC | i | i | i | i | i | i | i | -8 | i | i | i
Cn1c2ccccc2c2cc(C(=O)OCC(=O)N3CC(=O)Nc4ccccc43)sc21 | i | i | i | i | i | i | i | -7 | i | i | i
O=c1cc(CN2CCc3ccccc3C2)nc2sccn12 | i | i | i | i | i | i | i | -3 | i | i | i
CC(=O)[C@@]1(O)CC[C@H]2[C@@H]3C[C@H](C)C4=CC(=O)C=C[C@]4(C)[C@@]3(F)[C@@H](O)C[C@@]21C | i | i | i | i | i | i | i | -4 | i | i | i
COc1ccc(NS(=O)(=O)c2ccc(C)c(C(=O)N3CCC3)c2)cc1 | i | i | i | i | i | i | i | -9 | i | i | i
CCCC(=O)Nc1ccccc1NC(C)=O | i | i | i | i | i | i | i | -4 | i | i | i
CN(C)c1ccccc1C(=O)N1CCCC(C(=O)c2ccc3ccccc3c2)C1 (centres undefined) | i | i | i | i | i | i | i | -24 | 100* | i | i
COc1ccc(-n2nc(C(=O)c3cccs3)cc(-c3nc4ccccc4[nH]3)c2=N)cc1 | i | i | i | i | i | i | i | -11 | i | i | i
O=C1COc2ccc(C(=O)COC(=O)c3cc(S(=O)(=O)NCc4ccccc4)ccc3O)cc2N1 | i | i | i | i | i | i | i | -6 | i | i | i
O=C(c1cncs1)N1CCCC(CNS(=O)(=O)c2cccs2)C1 (centres undefined) | i | i | i | i | i | i | i | -9 | i | i | i

Other records follow.
molecule | TMEM16A act | RGS4 pot | MrgX1 PAM | RGS4 inh | MrgX1 agonist | KCNQ1 block | KCNQ1 pot | hERG rescue | TMEM16A inh | KCNK9 block | KCNK3 inh
COc1ccc(NC(=O)CSc2nnc(-c3cccs3)n2Cc2ccco2)cc1OC | i | i | i | i | i | i | i | -9 | i | i | i
COc1ccc(N(CC(=O)Nc2ccc3c(c2)OCCO3)S(=O)(=O)c2cccnc2)cc1 | i | · | i | · | i | · | · | · | i | · | i
COc1ccc(-c2nc3ccccc3o2)cc1OC | i | i | i | i | i | i | i | -5 | i | i | i
COc1ccc(/C=N/NC(=O)c2ccccc2O)cc1COc1ccccn1 | i | i | i | i | i | i | i | -13 | i | i | i
COc1ccc(-n2c(C)nnc2SCC(=O)N2C(C)CCCC2C)cc1 (centres undefined) | i | i | i | i | i | i | i | -3 | i | i | i
O=C(Nc1ccc2oc(-c3ccccc3F)nc2c1)c1ncn[nH]1 | i | i | i | i | i | i | i | -4 | i | i | i
O=C(CCC1CCCC1)c1c(O)c2ccccc2oc1=O | i | i | i | i | 87* | i | i | -25 | 100* | i | i
COc1ccc(CN2CCCCC2c2cccnc2)c(OC)c1C (centres undefined) | i | i | i | i | i | i | i | -6 | i | i | i
COCC(C)n1c(C)cc(C(=O)COc2ccc(C)nc2[N+](=O)[O-])c1C (centres undefined) | i | i | i | i | i | i | i | -20 | i | i | i
CCOc1ccc(NC(=O)CSc2nnc(C3CC3)n2C)cc1 | i | i | i | i | i | i | i | -5 | i | i | i
Cc1cccc(N2C(=O)CC(N3CCN(c4ccccn4)CC3)C2=O)c1 (centres undefined) | i | i | i | i | i | i | i | -11 | i | i | i
Cc1sc(NC(=O)c2cc3ccccc3oc2=O)c(C(=O)OC(C)C)c1-c1ccccc1 | i | i | i | i | i | i | i | -8 | i | i | i
O=C(O)/C=C/C(=O)NCc1csc2ccccc12 | i | i | i | i | i | i | i | -8 | i | i | i

Sorted by molar mass (highest first): part of the list above
molecule | TMEM16A act | RGS4 pot | MrgX1 PAM | RGS4 inh | MrgX1 agonist | KCNQ1 block | KCNQ1 pot | hERG rescue | TMEM16A inh | KCNK9 block | KCNK3 inh
COc1ccc(NC(=O)CSc2nnc(-c3cccs3)n2Cc2ccco2)cc1OC | i | i | i | i | i | i | i | -9 | i | i | i
Cc1sc(NC(=O)c2cc3ccccc3oc2=O)c(C(=O)OC(C)C)c1-c1ccccc1 | i | i | i | i | i | i | i | -8 | i | i | i
O=C(O)/C=C/C(=O)NCc1csc2ccccc12 | i | i | i | i | i | i | i | -8 | i | i | i
